Screening results from PubChem BioAssay.
Phagocyt inh = blocks phagocytosis by macrophages; J774A.1 macrophage IgG-bead phagocytosis, imaging; inhibition, % at 5 µM; 0.07% of 110,000 active;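 active = inhibition above the mean of the plate negative controls plus 5 SD, cut at about 13% in these data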;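 note: phagocytic index as fraction of beads internalized from green versus red external bead signal; plate controls were DMSO negative control for no effect and cytochalasin-D positive control for full effect; some results beyond the cut were filed as inactive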
GALR2 antag = blocks the human galanin receptor 2; O43603; AID 828; 0.39% of 140,000 active; inhibition, % at 4 µM; GALR2-expressing cells, antagonist mode; in the data active = inhibition above about 27%;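 note: cells stimulated with galanin 1-16 at roughly its EC80; 0% = agonist challenge control and 100% = basal control without agonist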
Target sequence (O43603 whole entry, looked up): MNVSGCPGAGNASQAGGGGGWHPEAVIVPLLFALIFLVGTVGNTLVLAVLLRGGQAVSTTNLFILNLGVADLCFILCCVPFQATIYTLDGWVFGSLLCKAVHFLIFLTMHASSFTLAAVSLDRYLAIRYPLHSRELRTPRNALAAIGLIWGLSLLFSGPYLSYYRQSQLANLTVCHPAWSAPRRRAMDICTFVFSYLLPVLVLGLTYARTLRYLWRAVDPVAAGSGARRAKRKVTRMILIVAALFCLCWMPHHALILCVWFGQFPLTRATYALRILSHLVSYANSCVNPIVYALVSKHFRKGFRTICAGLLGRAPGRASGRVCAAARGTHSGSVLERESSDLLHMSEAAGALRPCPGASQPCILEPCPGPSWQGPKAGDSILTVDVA
Yeast life ext = yeast lifespan extension. inhibition of the nicotinamide effect, % at 10 µM. 0.68% of 130,000 active. S. cerevisiae growth with nicotinamide, OD615; deaD strain in restrictive glucose medium;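 active = inhibition above a set limit, placed 3 SD over the median of all compounds, cut at about 26% in these data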;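 note: 0% = nicotinamide-treated wells and 100% = cells grown without nicotinamide; some compounds called inactive have numbers as strong as hits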
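Measured by: optical density (absorbance) at 615 nm; System: modified budding yeast, DeaD strain; Medium: restrictive CSMM-D dextrose medium; Timing: 4 h preincubation then 48 h treatment at 30 °C.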
HCT116 PTEN-null = PTEN-deleted cell growth suppression | HCT116 PTEN-null viability, CellTiter-Glo, 60 h; stronger effect = lower value | viability, % at 10 µM | 1.2% of 140,000 active | AID 827;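 active = viability at or below a set limit, 4 SD under the median of all tested compounds, cut at about 3.7% in these data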;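 note: PTEN knockout HCT116 line with beta catenin targeted HCT116 as companion control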
MRP-1 activ = activators of MRP-1 | H69AR cells + doxorubicin, viability rescue, CellTiter-Glo | viability increase, % at 10 µM | 0.61% of 140,000 active;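 active = viability gain under doxorubicin at or above a set limit, the compound median plus 3 SD, cut at about 4.7% in these data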;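 note: MRP-1 overexpressing cells given doxorubicin 25 µM after compound pretreatment; 18-22 h compound pretreatment then 72 h with doxorubicin before readout; 0% = doxorubicin-only wells and 100% = vehicle-treated cells without doxorubicin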
HCT116 bCat-KO = beta-catenin-lacking colon tumor cell growth suppression. 1.5% of 140,000 active. viability, % at 10 µM. HCT116 beta-catenin knockout viability, CellTiter-Glo, 60 h; stronger effect = lower value;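 active = viability at or under a set limit, the compound median less 4 SD, cut at about 6% in these data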;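 note: 0% = Hyamine 1622 control at 20 µM and 100% = untreated cell control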
NPY Y2 blocker = blocks the human neuropeptide Y Y2 receptor; 0.99% of 140,000 active; NPY-Y2 expressing cells, antagonist mode; inhibition, % at 2.7 µM; in the data active = inhibition above about 17%;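 note: 0% = vehicle with agonist challenge and 100% = reference antagonist with challenge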
Target sequence (P49146 whole entry, looked up): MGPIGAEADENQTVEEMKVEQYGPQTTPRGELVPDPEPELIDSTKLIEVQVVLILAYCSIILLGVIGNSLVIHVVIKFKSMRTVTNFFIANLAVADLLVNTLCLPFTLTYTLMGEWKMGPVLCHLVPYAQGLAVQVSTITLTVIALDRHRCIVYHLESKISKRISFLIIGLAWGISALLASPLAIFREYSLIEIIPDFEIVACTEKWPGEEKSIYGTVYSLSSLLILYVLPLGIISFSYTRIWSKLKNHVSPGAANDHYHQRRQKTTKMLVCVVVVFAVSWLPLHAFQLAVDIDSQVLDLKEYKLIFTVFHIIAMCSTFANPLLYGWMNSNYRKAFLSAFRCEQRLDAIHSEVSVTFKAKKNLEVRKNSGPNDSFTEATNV
E-sel TNF inh = TNF alpha driven E-selectin expression inhibition. 0.71% of 120,000 active. inhibition, % at 2 µM. AID 1246. HUVEC TNFa-induced E-selectin immunofluorescence, high content;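 active = inhibition above the batch mean plus 3 SD, and confirmed as a hit on visual image review, cut at about 43% in these data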;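 note: 0% = TNF-stimulated DMSO wells and 100% = unstimulated control wells; not every result past the cut was called active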
Measles CPE = protection of cells from measles virus | Measles virus-infected cells, CPE protection, absorbance | protection (pct of control), % at 4 µM | 1.5% of 140,000 active | AID 841; in the data active = protection mostly above about 24%, no sharp cut-off; inactive = mostly below about 26%; note: some compounds called inactive have numbers as strong as hits
BB579 growth dn = yeast BB579 growth reduction in restrictive medium; 0.51% of 140,000 active; inhibition, % at 10 µM; S. cerevisiae BB579 growth, OD615, 48 h; AID 804;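 active = inhibition above a set limit, 3 SD over the mean compound inhibition, cut at about 44% in these data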; note: inactives centre near -24
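controls = amphotericin B 10 µg/mL, positive | assay system = DeaD yeast strain BB579 | schedule = 48 h compound exposure at 30 °C after 4 h preincubation | detection = OD615 turbidity measurement | medium = restrictive CSMM-D medium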
The depositor's hits bear a star; / = not tested or not shown.

SMILES	Phagocyt inh	GALR2 antag	Yeast life ext	HCT116 PTEN-null	MRP-1 activ	HCT116 bCat-KO	NPY Y2 blocker	E-sel TNF inh	Measles CPE	BB579 growth dn
COc1cc(OC)c(C2N(c3cc(C)on3)C(=O)C3CCCN32)cc1OC (centres undefined)	/	-11	-11	105	-2.5	100	-1	/	5	-13
Cc1ccc(OCC(=O)OC2CCS(=O)(=O)C2)cc1 (centres undefined)	-1	3	-6	87	-1.4	90	2	-16	11	0
CCN(CC)S(=O)(=O)c1ccc2c(c1)c(C(=O)O)cn2C	5	-1	-13	108	0.4	91	-1	/	2	4
CC(Sc1nc(-c2ccccc2)cc(C(F)(F)F)n1)C(=O)N1CCC(C(N)=O)CC1 (centres undefined)	/	-14	-8	88	-3.6	101	3	-9	14	-20
CC(=O)Nc1ccc(S(=O)(=O)Nc2nc3ccccc3nc2N2CCc3ccccc3C2)cc1	-4	11	-5	94	-2.9	94	-1	-14	13	-26
O=C(Nc1ccc(Cl)c([N+](=O)[O-])c1)C(NCCCO)c1ccccc1 (centres undefined)	-4	13	-5	83	-3.6	83	3	/	2	-12
C=CCOc1ccc(/C(O)=C2\C(=O)C(=O)N(CCCOC)C2c2ccc(O)c(OC)c2)cc1 (centres undefined)	-4	-10	-24	94	-0.4	84	2	-4	2	-14
N#CCCn1nnc(-c2ccccc2F)n1	-1	5	-7	92	-1.0	90	0	11	1	-24
Cc1c(C(=O)NCC2CCCO2)oc2ccc(S(=O)(=O)N3CC(C)CC(C)C3)cc12 (centres undefined)	0	0	-4	22	-1.7	26	-2	/	11	-80
CCSc1nnc(NC(=O)C2CCN(S(=O)(=O)c3c(C)c(C)cc(C)c3C)CC2)s1	/	-1	5	97	-1.9	91	1	/	34	-29
CCOC(=O)c1cc(CC)sc1NC(=O)COc1ccc2c(C)cc(=O)oc2c1	0	-10	3	71	-3.3	60	0	/	3	-29
O=C(Cn1ncc2c1-c1ccccc1OC2)N1CCc2ccccc21	0	0	-9	94	-1.7	90	5	/	13	-21
CCOC(=O)CC(=O)CSC1=C(C#N)C(c2ccccc2OC)CC(=O)N1 (centres undefined)	-2	-2	1	108	0.3	97	3	/	4	-46
COc1ccc(OCCSc2n[nH]c(N)n2)cc1	2	5	-1	94	-3.3	102	3	4	4	-4
NS(=O)(=O)c1cccnc1Nc1cccc(C(F)(F)F)c1	0	-7	-4	86	-2.4	83	-3	25	5	-1
CCOC(=O)N1CCN(C(=O)c2nn(-c3ccc(C)cc3)c(=O)c3c2c2ccccc2n3C)CC1	-2	3	0	14	-3.1	48	4	-23	33	-27
CC(NC(=O)Cc1ccc(F)cc1)c1ccc(F)cc1 (centres undefined)	-4	2	-1	94	-2.2	105	2	3	25	-3
CCCS(=O)(=O)N1CCCC(C(=O)NCCN2CCCCC2C)C1 (centres undefined)	0	3	-20	94	-1.3	85	0	21	14	-33
C=CCc1ccccc1OCC(O)CN1CCN(CCN2C(=O)c3cccc4cccc(c34)C2=O)CC1 (centres undefined)	5	-20	5	3.7*	-5.1	2.4*	3	/	2	-31
Cc1ccc(Cn2ccc(NC(=O)c3noc4c3CCCCC4)n2)cc1	-1	-4	-14	89	4.7*	97	10	-7	62*	1
COc1ccc(C(=O)Nc2ccc(N3CCN(C(=O)C(C)C)CC3)cc2)cc1[N+](=O)[O-]	-4	7	-2	104	-1.1	88	1	16	4	-22
CCC(=O)Nc1nc(C)cc(SCC(=O)OC)n1	0	1	-7	87	-1.3	100	0	4	8	-9
CCCCC(=O)Nc1ccc(C(=O)NCc2ccncc2)cc1	/	-7	-15	86	-0.5	85	-1	-19	16	-29
O=C(NC(=S)N1CCCCC1)C12CC3CC(CC(C3)C1)C2	-1	-4	4	98	1.1	100	1	2	38	-40
CCN(C(=O)COC(=O)c1cccnc1Nc1cccc(C(F)(F)F)c1)C1CCS(=O)(=O)C1 (centres undefined)	-2	10	1	75	-3.9	71	3	-8	6	-7
CC(C)Oc1ccc(C(=O)NCc2cccnc2)cc1	-1	-13	-12	98	-0.4	104	5	-4	13	-1
COC(=O)c1c(C)oc2ccc(N(C(=O)c3ccncc3)S(=O)(=O)c3ccc(C)cc3)cc12	3	14	-6	11	-5.9	11	10	50	7	-20
CCOC(=O)c1sc(NC(=O)c2cc(-c3ccccc3)nc3ccccc23)c(C#N)c1C	/	1	-3	17	-6.2	17	6	22	6	-28
FC(F)(F)c1cnc(Oc2cccc3ccccc23)c(Cl)c1	-5	18	-1	90	-2.2	84	0	/	26	-47
CCCCN1C(=O)CCC(C(=O)O)C1c1ccc(OC)cc1 (centres undefined)	/	11	3	100	-0.5	93	2	/	19	9
Cc1nn(C)c(C)c1/C=N/NC(=O)CCn1cc([N+](=O)[O-])cn1	-4	-5	-1	103	-2.7	105	3	/	11	-7
Cc1cccc(NC2=C(NCCO)C(=O)c3ccccc3C2=O)c1	-4	5	2	60	-2.9	53	-6	4	14	3
COc1ccc(OC)c(N(CC(=O)N2CCCC2)S(=O)(=O)c2ccc(OC)c(OC)c2)c1	4	1	-7	95	-0.8	99	2	19	2	1
COc1ccc(OC)c(C2NC(=O)c3sc(=S)n(-c4ccccc4)c3N2)c1 (centres undefined)	8	-1	-13	89	-2.7	96	4	-44	7	-42
O=C(CSc1ccc(-c2ccccc2)nn1)N1CCCc2ccccc21	-11	-6	-3	96	-1.5	95	5	/	9	-22
N#Cc1cccc(C(c2nnnn2Cc2ccccc2)N2CCCC2)c1 (centres undefined)	-1	-1	-6	96	-0.7	91	4	-22	8	-57
O=C(Cc1ccccc1)Nc1cccc(-c2nc3ncccc3o2)c1	/	9	-19	99	0.3	99	-2	-15	4	1
Cc1ccc(NC(=O)CCC(=O)O)cc1F	-4	7	-1	107	-1.2	98	4	-46	10	-19
CN(C)CC/C=C1\c2cc(F)ccc2CSc2ccccc21	-2	1	-3	40	-4.1	58	4	/	6	-26
Cc1ccc(-n2nc(C)c(NS(=O)(=O)c3ccccc3)c2C)cc1C	-1	-4	6	104	0.9	96	4	8	14	-47
CCCCN=C(C)c1c(O)c2ccccc2oc1=O	0	10	-15	82	-0.5	96	2	-5	8	-31
CCN1CCN(C(=O)c2ccccc2N(Cc2ccccc2)S(=O)(=O)c2ccc(C)cc2)CC1	1	11	-4	87	-2.2	82	7	-14	10	-34
CCN(CC)c1ccc(C(=O)c2ccccc2C(=O)O)c(O)c1	/	2	/	90	-2.5	90	3	10	3	-35
CCCn1c(SCC(=O)NC2CCCCC2C)n[nH]c1=O (centres undefined)	0	-18	-18	91	-1.0	96	0	12	5	-10
CCc1nn2c(N3CCOCC3)cc(C)nc2c1-c1ccc(F)cc1	2	-15	-12	109	-1.8	89	-2	-15	5	-14
O=C(Nc1ccc2c(c1)OCCO2)c1ccncc1	-4	5	-17	94	-0.4	100	0	-11	25	-20
COc1ccc(CCN2C(=O)CC(Sc3ncccc3C(=O)O)C2=O)cc1OC (centres undefined)	-1	7	-12	97	0.1	88	5	19	0	20
O=C1c2ccccc2C(=O)N1CC1c2ccccc2CCN1S(=O)(=O)c1cnc[nH]1 (centres undefined)	-3	10	-4	94	-0.7	97	0	-43	23	-22
O=C(CCCCCn1c(=S)[nH]c2ccc(Br)cc2c1=O)NCC1CCCO1 (centres undefined)	0	0	2	93	-3.3	97	1	-12	7	-32
O=C1[C@@H]2[C@@H]3C[C@@H]([C@H]4ON=C(c5ccc(Cl)cc5)[C@@H]34)[C@@H]2C(=O)N1c1ccc2c(c1)OCO2	-7	11	-4	83	-1.8	86	10	/	8	-10

More entries
SMILES	Phagocyt inh	GALR2 antag	Yeast life ext	HCT116 PTEN-null	MRP-1 activ	HCT116 bCat-KO	NPY Y2 blocker	E-sel TNF inh	Measles CPE	BB579 growth dn
CCOC(=O)C1CCCN(c2c(N3CCOCC3)c(=O)c2=O)C1 (centres undefined)	1	-6	-1	95	-0.3	96	3	10	26	-20
O=C(CN1CCN(Cc2ccccc2Cl)C1=O)N1CCCCCC1	1	-14	-6	92	0.0	95	1	9	5	-10
O=c1[nH]c2cc3c(cc2cc1CN(CC1CCCO1)S(=O)(=O)c1ccc(Cl)cc1)OCCO3 (centres undefined)	0	-2	-10	7	-0.2	15	1	/	8	-31
Cn1c(=O)c2c(ncn2CC(COCc2ccc(Cl)cc2)OCc2ccc(Cl)cc2)n(C)c1=O (centres undefined)	3	-3	-1	50	-5.5	59	8	29	0	-47
Cn1c(=O)[nH]c(=O)c2c1nc(N1CCN(CCO)CC1)n2CCSc1nc2ccccc2s1	0	-6	-10	91	-4.2	85	0	/	12	-44

Copied from the listing (twelve entries):
SMILES	Phagocyt inh	GALR2 antag	Yeast life ext	HCT116 PTEN-null	MRP-1 activ	HCT116 bCat-KO	NPY Y2 blocker	E-sel TNF inh	Measles CPE	BB579 growth dn
CCCn1c(SCC(=O)NC2CCCCC2C)n[nH]c1=O (centres undefined)	0	-18	-18	91	-1.0	96	0	12	5	-10
CCc1nn2c(N3CCOCC3)cc(C)nc2c1-c1ccc(F)cc1	2	-15	-12	109	-1.8	89	-2	-15	5	-14
O=C(Nc1ccc2c(c1)OCCO2)c1ccncc1	-4	5	-17	94	-0.4	100	0	-11	25	-20
COc1ccc(CCN2C(=O)CC(Sc3ncccc3C(=O)O)C2=O)cc1OC (centres undefined)	-1	7	-12	97	0.1	88	5	19	0	20
O=C1c2ccccc2C(=O)N1CC1c2ccccc2CCN1S(=O)(=O)c1cnc[nH]1 (centres undefined)	-3	10	-4	94	-0.7	97	0	-43	23	-22
O=C(CCCCCn1c(=S)[nH]c2ccc(Br)cc2c1=O)NCC1CCCO1 (centres undefined)	0	0	2	93	-3.3	97	1	-12	7	-32
O=C1[C@@H]2[C@@H]3C[C@@H]([C@H]4ON=C(c5ccc(Cl)cc5)[C@@H]34)[C@@H]2C(=O)N1c1ccc2c(c1)OCO2	-7	11	-4	83	-1.8	86	10	/	8	-10
CCOC(=O)C1CCCN(c2c(N3CCOCC3)c(=O)c2=O)C1 (centres undefined)	1	-6	-1	95	-0.3	96	3	10	26	-20
O=C(CN1CCN(Cc2ccccc2Cl)C1=O)N1CCCCCC1	1	-14	-6	92	0.0	95	1	9	5	-10
O=c1[nH]c2cc3c(cc2cc1CN(CC1CCCO1)S(=O)(=O)c1ccc(Cl)cc1)OCCO3 (centres undefined)	0	-2	-10	7	-0.2	15	1	/	8	-31
Cn1c(=O)c2c(ncn2CC(COCc2ccc(Cl)cc2)OCc2ccc(Cl)cc2)n(C)c1=O (centres undefined)	3	-3	-1	50	-5.5	59	8	29	0	-47
Cn1c(=O)[nH]c(=O)c2c1nc(N1CCN(CCO)CC1)n2CCSc1nc2ccccc2s1	0	-6	-10	91	-4.2	85	0	/	12	-44
